From PubChem
KOR antag MB: blocks the human kappa opioid receptor, Maybridge compounds; P41145; OPRK1 cells, antagonist mode, fluorescence readout; inhibition, % at 9 µM; 16,000 tested, 0.4% active; in the data active = inhibition above about 50%
Luminol counter: counter-screen for Nox1 inhibitors: inhibitors of luminol chemiluminescence; HRP/luminol/H2O2 chemiluminescence counterscreen; inhibition, % at 6.7 µM; 16,000 tested, 0.4% active; also: reference of the scale not given here
Nox1 inhibitor: inhibitors of human NADPH oxidase 1 (Nox1); Q9Y5S8; HT29 cells, luminol chemiluminescence ROS; inhibition, % at 6.7 µM; 16,000 tested, 0.81% active
Target sequence (Q9Y5S8 whole entry, looked up): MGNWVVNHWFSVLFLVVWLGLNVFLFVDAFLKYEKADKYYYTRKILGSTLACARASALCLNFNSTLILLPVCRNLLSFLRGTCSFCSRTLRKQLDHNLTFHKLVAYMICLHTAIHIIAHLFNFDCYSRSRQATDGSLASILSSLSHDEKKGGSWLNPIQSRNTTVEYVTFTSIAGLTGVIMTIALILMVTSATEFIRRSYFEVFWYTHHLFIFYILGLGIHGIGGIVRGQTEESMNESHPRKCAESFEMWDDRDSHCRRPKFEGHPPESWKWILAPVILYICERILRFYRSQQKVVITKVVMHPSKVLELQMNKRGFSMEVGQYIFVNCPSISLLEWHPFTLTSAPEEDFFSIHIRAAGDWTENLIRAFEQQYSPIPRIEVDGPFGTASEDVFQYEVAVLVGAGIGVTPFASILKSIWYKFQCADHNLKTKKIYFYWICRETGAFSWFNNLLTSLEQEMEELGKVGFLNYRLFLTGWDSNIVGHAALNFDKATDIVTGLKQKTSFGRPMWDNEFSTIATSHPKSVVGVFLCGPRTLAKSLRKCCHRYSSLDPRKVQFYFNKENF
S1P1 agonist: S1P1 (human) receptor agonism; 16,000 tested, 1.5% active; AID 1044; activation, % at 4.5 µM; P21453; S1P1 agonist cell-based reporter assay; in the data active = activation above about 80%
rat GALR2 agon: activates the rat galanin receptor 2; cell-based GALR2 agonist screen; activation, % at 10 µM; 16,000 tested, 0.5% active; in the data active = activation above about 15%
PME-1 Maybridge: Maybridge compound blocking human PME-1. Q9Y570. recombinant PME-1, FP-Rh probe fluorescence polarization. inhibition, % at 9 µM. 16,000 tested, 0.5% active. AID 2291; in the data active = inhibition above about 30%
Target sequence (Q9Y570 whole entry, looked up): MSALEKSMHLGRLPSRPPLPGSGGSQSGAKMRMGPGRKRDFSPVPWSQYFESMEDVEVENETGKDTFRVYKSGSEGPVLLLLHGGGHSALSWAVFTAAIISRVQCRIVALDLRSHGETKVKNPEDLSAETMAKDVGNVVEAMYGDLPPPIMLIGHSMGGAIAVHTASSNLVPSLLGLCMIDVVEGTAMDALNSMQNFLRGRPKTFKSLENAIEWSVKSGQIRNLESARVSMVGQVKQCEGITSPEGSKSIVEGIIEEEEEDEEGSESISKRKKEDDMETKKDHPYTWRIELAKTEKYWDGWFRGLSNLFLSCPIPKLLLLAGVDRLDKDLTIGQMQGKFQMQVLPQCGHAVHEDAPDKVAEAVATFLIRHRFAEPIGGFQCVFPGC
NOTCH ag: NOTCH pathway agonism; NOTCH signaling luciferase reporter cells, luminescence; activation, % at 2.5 µM; 15,000 tested, 0.4% active; AID 434982; in the data active = activation above about 2.2%
TLR4-MyD88 inh: blocks binding of human TLR4 to MyD88 | AID 811 | Cell-based TLR4-MyD88 binding inhibition assay | 16,000 tested, 0.06% active | inhibition, % at 10 µM; in the data active = inhibition above about 45%
Active calls of the source: *; . = no result given. Rule as the data show it, unless noted: active = inhibition above about 75%; inactive = the rest. Outcome played no part in choosing rows (roughly 4.4% active in at least one column).

entry	canonical_smiles	KOR antag MB	Luminol counter	Nox1 inhibitor	S1P1 agonist	rat GALR2 agon	PME-1 Maybridge	NOTCH ag	TLR4-MyD88 inh
1	CCNS(=O)(=O)c1cc(Cl)sc1Cl	6	-6	7	-2	0	8	-0.3	-5
2	Cc1nccnc1-c1ccnn1C(=O)Nc1cc(Cl)cc(Cl)c1	-5	-2	-43	-11	-5	-42	-0.2	-1
3	O=C(CN(Cc1ccccc1)Cc1ccccc1)Nc1nnc(-c2cccs2)s1	2	4	-111	-6	-4	-8	0.0	10
4	COc1ccc(C(C)=O)cc1COc1ccc(Cl)c(C)c1	15	-1	-8	0	-6	3	-0.4	-2
5	Clc1ccc(-c2nc3cc(CN4CCCCC4)ccc3o2)cc1	7	-2	-29	5	-8	3	-0.7	-1
6	O=C1CCC([N+](=O)[O-])C(C2CCCCC2)N1 (stereo unspecified)	8	-7	-11	-2	-5	5	-5.3	-7
7	O=C1Nc2ccccc2/C1=C\C=C\c1ccccc1	-2	3	-18	1	-6	5	-1.1	3
8	CCOC(=O)CN1C(=O)/C(=C\c2ccc(C)o2)N=C1c1ccccc1	3	13	-27	35	-8	-1	-0.1	0
9	CN=C(C)/C(C(=O)OC)=C(/O)c1c([N+](=O)[O-])c(C)nn1C	1	-8	9	2	-5	6	-0.3	-8
10	S=C(NCc1cccnc1)NNC(=S)NNc1ccccc1	41	12	-5	-5	-3	0	-0.5	2
11	N#C/C(N=Cc1ccc(Cl)cc1)=C(\C#N)NC(=O)Nc1ccc(OC(F)(F)F)cc1	23	-2	60	100*	-13	-37	0.0	5
12	CC1(C)CC(=O)C=C(Sc2nc3ccccc3o2)C1	45	-3	15	-3	13	6	0.0	0
13	COC(=O)/C(=C/c1cc(C)c(C)o1)S(C)(=O)=O	16	-5	11	13	-7	2	-0.3	-7
14	COc1ccc(/C=N/O)cc1OC1CCCC1	9	5	-29	-9	-5	2	-0.5	7
15	COC(=O)c1c(C)cc(C)c2c1CC(C)(C)C2=O	8	-4	-12	-10	-5	-2	.	1
16	O=C1/C(=C/c2ccccc2)CCC/C1=C\c1ccccc1	18	-5	22	2	-5	1	-0.9	-11
17	COc1ccc2c(CC(=O)O)coc2c1	-8	-5	-9	-10	-8	3	-0.2	-13
18	O=C(O)c1cccnc1SC1CC(=O)N(c2ccc(OC(F)(F)F)cc2)C1=O (stereo unspecified)	10	0	-11	-15	-6	2	-0.1	3
19	N#Cc1c(N)nc(Sc2ccc(Cl)cc2)c(C#N)c1-c1cccs1	11	4	-5	-3	-4	-37	-0.5	0
20	Cc1cc(=O)[nH]c(/N=C(\N)Nc2ccc(Cl)c(Cl)c2)n1	-7	3	-31	9	-4	-34	0.3	1
21	CSc1nc(C)nc(-n2cccc2)c1C#N	-2	0	-36	-11	-7	-1	-0.3	5
22	S=c1[nH]c2cccnc2s1	14	100*	12	2	-1	4	-0.4	0
23	CN1C=CC=C/C1=C1\N=C(c2ccccc2)OC1=O	-8	-3	2	-3	-7	4	0.6	-1
24	CC(=O)Nc1ccc(S(=O)(=O)NC2CC3CCC(C2)N3C)cc1 (stereo unspecified)	-2	-1	-3	-19	-6	0	-0.6	-3
25	N#C/C(=N\OC(=O)c1ccc(Cl)cc1)S(=O)(=O)c1ccc(Cl)cc1	12	-7	20	-2	-7	5	-1.0	3
26	Cc1ccc(-c2csc(N)n2)cc1	-2	4	6	-17	-9	3	-0.6	-12
27	CCOC(=O)c1cc(C(C)=O)on1	17	-2	-7	0	-6	3	-0.5	0
28	Cn1nccc1NC(=O)C1CCCCC1	1	2	-49	-6	-6	4	-0.6	-9
29	Nc1nc(-c2ccc3c(c2)Cc2ccccc2-3)cs1	0	1	-17	2	-3	8	1.9	10
30	O=C(Nc1ccccc1)Nc1cccc(NC(=O)Nc2ccccc2)c1F	16	-6	-10	-14	-6	-19	-0.5	-10

Pulled one by one from the list above:
entry	canonical_smiles	KOR antag MB	Luminol counter	Nox1 inhibitor	S1P1 agonist	rat GALR2 agon	PME-1 Maybridge	NOTCH ag	TLR4-MyD88 inh
25	N#C/C(=N\OC(=O)c1ccc(Cl)cc1)S(=O)(=O)c1ccc(Cl)cc1	12	-7	20	-2	-7	5	-1.0	3
3	O=C(CN(Cc1ccccc1)Cc1ccccc1)Nc1nnc(-c2cccs2)s1	2	4	-111	-6	-4	-8	0.0	10
9	CN=C(C)/C(C(=O)OC)=C(/O)c1c([N+](=O)[O-])c(C)nn1C	1	-8	9	2	-5	6	-0.3	-8

Remaining list, next part
entry	canonical_smiles	KOR antag MB	Luminol counter	Nox1 inhibitor	S1P1 agonist	rat GALR2 agon	PME-1 Maybridge	NOTCH ag	TLR4-MyD88 inh
31	CCCCCC(=O)c1cc(C)c(C)cc1NC(C)=O	-11	-6	8	10	-7	-1	0.5	-10
32	CCOC(=O)c1ccc(OCC#Cc2ccc(C(F)(F)F)cn2)cc1	-15	1	-15	-2	-8	0	-0.6	-12
33	Cc1ccc(/C=C2\CCCC(CN(C)C)C2=O)cc1 (stereo unspecified)	-6	-1	-49	-1	-6	0	0.0	-5
34	Cc1cc(C(=O)N(C)C2CCCCC2)no1	-9	2	-32	-4	-7	-2	-0.8	9
35	C=CCNC(=O)Nc1ncc([N+](=O)[O-])s1	7	18	28	20	-3	4	-0.1	4
36	Cc1cc(C)n(S(=O)(=O)c2ccc(-c3cc(C(F)(F)F)n(C)n3)s2)n1	8	-4	-1	-11	-6	8	0.0	-1
37	COc1cscc1C(=O)N/N=C/c1ccc(Cl)cc1	7	3	-37	41	-1	-13	-0.5	4
38	Cn1c(=O)c2c(O)c(Cc3ccccc3)c(=O)n(C)c2n(C)c1=O	2	-2	-29	-11	-7	-4	-0.1	10
39	NNC(=O)CSCC(=O)Nc1ccccc1	1	-4	12	-6	-5	8	0.0	-10
40	Cc1oc2ccccc2c1CC(=O)NNC(=S)Nc1cccc(C(F)(F)F)c1	8	5	19	0	-6	7	0.7	7
41	O=C(Nc1ccccc1)OC(Cc1ccccc1)C(F)(F)F (stereo unspecified)	10	3	-75	1	-8	1	-0.5	11
42	O=c1cc(-c2ccccc2)sc2ccc(Cl)cc12	-6	1	-33	-15	-7	-1	.	5
43	O=C(O)/C=C\C(=O)Nc1ccccc1Sc1nccc(C(F)(F)F)n1	-3	0	-9	0	-8	-1	-0.2	8
44	N#CC(C#N)=Cc1cccn1-c1ccc(C(F)(F)F)cc1	9	-4	8	-3	-6	3	-0.3	12
45	CN1CCOc2cc(S(=O)(=O)NCc3csc(-c4cccs4)n3)ccc21	10	0	-31	13	-3	2	-0.7	-5
46	COC(=O)C1CSCC/C1=N\Nc1ccc(Cl)cc1Cl (stereo unspecified)	0	7	-4	12	0	-3	-0.2	7
47	CC(C)Sc1ccc(C(F)(F)F)cc1[N+](=O)[O-]	24	-1	2	-5	-3	0	0.4	4
48	Cn1c(=O)c2c(nc3n2CCCN3C(C)(C)CO)n(C)c1=O	12	10	-14	-13	-5	3	-0.3	4
49	C=CCNc1sc(C(=O)c2ccccc2)c(N)c1C#N	1	4	-20	-30	-3	0	-0.9	-1
50	CC(C)S(=O)(=O)c1csc(C(=O)OCC(=O)c2ccc(Cl)cc2)c1N	-16	2	-39	16	-7	-3	-0.3	-1
51	O=C(Nc1cc2ccccc2cn1)c1cccc2c1OCCCO2	-12	-4	-21	6	-7	-5	-0.4	0
52	O=C(NCc1cccnc1)Nc1cc(Cl)sc1Cl	-17	2	-40	0	0	5	-0.5	0
53	O=C(O)COCC(=O)NCc1nc(-c2ccc(C(F)(F)F)cc2)no1	-16	2	-27	-8	-7	-1	0.2	-6
54	O=C(CSC1=NCCS1)NC1Cc2ccccc2C1	-4	-8	24	5	-7	1	0.2	-21
55	CCOC(=O)C(=CNc1cc(C(C)(C)C)sc1C(C)=O)C(=O)OCC	-22	-2	-10	-39	-6	6	0.9	-5
56	FC(F)(F)c1cccc(-n2c(Cc3ccccc3)n[nH]c2=S)c1	5	10	-27	15	-1	0	-0.2	6
57	COc1cccc(N2C=CC(C)(C)NC2=S)c1	9	1	-59	-4	-6	-3	-0.1	3
58	O=C1CNC(=S)N1CCOc1ccccc1Cl	-9	16	-15	9	-8	0	0.7	6
59	CC12CCC(c3c1noc3C(F)(F)F)C2(C)C (stereo unspecified)	7	-4	2	-5	0	5	-0.3	-6
60	c1ccc(-c2cnc(-c3ccccc3)o2)cc1	22	-7	4	-3	-1	4	-0.3	3
61	O=C(Nc1cccs1)Nc1ccccc1N1CCCCC1	-9	6	-18	-9	-11	-3	0.0	-8
62	CCOC(=O)c1cnn(C(=O)c2snnc2C)c1N	11	-4	-3	-5	-5	-3	0.2	-2
63	CC1=NN(c2ncnc3sc4c(c23)CCCC4)C(=O)C1	5	-2	5	-6	-7	4	-0.7	-1
64	O=C(Nc1ccccc1N1CCOCC1)C1CCN(c2nccc(C(F)(F)F)n2)CC1	9	-1	-7	-4	-1	3	-0.3	1
65	NNC(=O)C(Cc1cnc[nH]1)NC(=O)OCc1ccccc1 (stereo unspecified)	22	-6	5	-5	-6	8	0.1	-1
66	CC(C)(C)c1ccc(C(=O)NNC(=O)c2ccc([N+](=O)[O-])cc2)cc1	-6	-1	-2	-15	-3	-6	-0.5	-4
67	Cc1onc(-c2ccccc2)c1C(=O)NNC(=O)c1ccc(-n2c(C)ccc2C)cc1	-24	-4	12	-9	-7	-6	-0.8	-7
68	CC(C)(C)c1ccc(-c2cc(=O)[nH]c(=O)o2)cc1	23	-3	5	3	-5	1	0.1	1
69	Cc1ccc(N(C)NC=C(C#N)C#N)nn1	0	6	-21	13	-4	2	-0.4	4
70	COc1ccc(C2CN=NC23CSc2ccccc2C3=O)cc1 (stereo unspecified)	-119	4	-64	-2	-4	-2	-1.5	-8
71	CCCCCCC#Cc1cncc(C(=O)O)c1	14	6	-18	3	-3	27	-0.6	-6
72	O=C(NC(=O)C1CCCCC1)c1ccccc1O	-8	4	-25	5	-6	-1	-0.6	-5
73	O=C(O)C1CCN(C(=O)c2ccc(F)cc2F)CC1	8	-8	-14	43	-6	7	-0.9	-2
74	CC(C)c1ccc(NNC(=O)CCc2ccccc2)cc1	-2	10	-39	-1	-8	2	-0.9	8
75	CC(=O)Nc1cc(N2CCOCC2)c(F)cc1[N+](=O)[O-]	14	0	22	0	-8	3	0.1	-10
76	CSC(N)=Nc1csc(C(F)(F)F)c1-c1ccccc1	-3	-2	-24	15	-6	4	-0.9	5
77	COc1ccc2nc(NC(=O)CCCCC(=O)Nc3nc4ccc(OC)cc4s3)sc2c1	2	-1	2	-8	3	-5	0.0	0
78	COc1cccc(OC)c1NC(=O)N1CCOCC1	-11	5	-32	-4	-5	1	0.0	-7
79	O=c1[nH]c2ccccc2[nH]c1=O	-6	-1	-35	3	-8	1	0.1	5
80	CCOC(=O)c1c[nH]c(=S)[nH]1	-2	2	3	-11	-3	4	0.1	-1
81	Cc1nnsc1C(=O)NCc1csc2ccc(Cl)cc12	-21	-8	23	2	-5	8	-0.3	-12
82	NC(=Nc1ccccc1)SCc1ccc([N+](=O)[O-])cc1	-4	-5	-7	-1	-8	6	-0.2	-12
83	O=[N+]([O-])c1cnc(Sc2nccc(-c3cccnc3)n2)s1	17	-1	-1	-3	-8	0	-0.9	-9
84	Cc1cn2c(nc1=O)O[C@@H]1C[C@H]2O[C@@H]1CO	31	-3	-104	-15	-4	2	-0.9	0
85	COc1ccc(/C=C2/C(=O)N(c3cccc(Cl)c3)N=C2C)cc1	9	-5	28	10	-11	21	0.1	-10
86	O=C(Nc1ccc(C(F)(F)F)cc1Cl)c1ccc(F)cc1	-10	-1	-20	9	-6	2	.	2
87	FC(F)(F)c1ccc(-n2nnnc2-c2ccno2)cc1	15	2	-46	3	1	1	-0.1	2
88	COc1ccc(-n2nc(C#N)c(=O)[nH]c2=O)cc1	23	-4	19	-2	-6	8	-0.3	-2
89	Cc1nnsc1C(=O)NNC(=O)Nc1cc(C(F)(F)F)cc(C(F)(F)F)c1	9	64	44	-2	-4	3	-0.2	-1
90	CNC(=O)NCc1c(F)cccc1Cl	-9	-2	-53	-7	-2	1	-0.3	2
91	CN(C(=O)CN1CCOCC1)n1cnc2ccsc2c1=O	4	3	-70	0	-3	-8	-0.4	12
92	Oc1[nH]c(=S)sc1N=Nc1ccc(F)cc1F	2	-3	15	-8	-4	2	.	-13
93	Cc1ccc(S(=O)(=O)NC(=O)N2CCCN(c3c(Cl)cncc3Cl)CC2)cc1	-1	-5	-15	13	-6	3	-0.7	-8

From entry 90 up to 93, copied from above:
entry	canonical_smiles	KOR antag MB	Luminol counter	Nox1 inhibitor	S1P1 agonist	rat GALR2 agon	PME-1 Maybridge	NOTCH ag	TLR4-MyD88 inh
90	CNC(=O)NCc1c(F)cccc1Cl	-9	-2	-53	-7	-2	1	-0.3	2
91	CN(C(=O)CN1CCOCC1)n1cnc2ccsc2c1=O	4	3	-70	0	-3	-8	-0.4	12
92	Oc1[nH]c(=S)sc1N=Nc1ccc(F)cc1F	2	-3	15	-8	-4	2	.	-13
93	Cc1ccc(S(=O)(=O)NC(=O)N2CCCN(c3c(Cl)cncc3Cl)CC2)cc1	-1	-5	-15	13	-6	3	-0.7	-8
